ARFGAP1 inhibitor: inhibitors of rat ARFGAP1 GAP activity, primary screen, biochemical, fluorescence polarization, GDP tracer | ADP-ribosylation factor GTPase-activating protein 1 (Rattus norvegicus), Q62848 | Arfgap1-stimulated ARF1 GTP hydrolysis, GDP FP detection | inhibition, % at 16.5 µM | 360,000 tested, 0.26% active;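 active means inhibition above a per-plate limit, mean inhibition of low control wells plus 3 SD, cut at about 25% in these data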;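 further: 0% = DMSO wells with enzyme and 100% = wells lacking Arfgap1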
Target sequence (Q62848 1-136 limits assumed): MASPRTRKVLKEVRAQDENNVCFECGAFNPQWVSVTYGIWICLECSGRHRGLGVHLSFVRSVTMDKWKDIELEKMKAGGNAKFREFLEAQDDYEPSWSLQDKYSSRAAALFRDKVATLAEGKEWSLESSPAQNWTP
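System: truncated rat Arfgap1 GAP domain / Benchmarks: high control wells lacking Arfgap1, low control full reaction with DMSO / Times: compound-enzyme preincubation 20 min, reaction 120 min, detection 60 min, 25 °C / Repeats: one replicate per compound / Also added: human ARF1(Δ1-17)-GTP substrate / Measured by: Tracer-displacement fluorescence polarization with EDTA stop, 620/688 nm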
DDE Tn6 FP inh: inhibitors of Tn6 peptide binding to fibrin DD(E), primary screen, biochemical, fluorescence polarization, human fibrin, Tn6 probe | 370,000 tested, 0.21% active | Fibrin DD(E) TRITC-Tn6 fluorescence polarization displacement | Fibrinogen beta chain (Homo sapiens), P02675 | inhibition, % at 8.3 µM;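 active means inhibition above a per-campaign cutoff: mean of compounds within control limits plus 3 SD, cut at about 15% in these data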;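 further: 0% = median of all compound wells on the plate and 100% = blocking peptide control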
DDE Tn7 FP inh: inhibitors of Tn7 peptide binding to fibrin DD(E), primary screen, biochemical, fluorescence polarization, human fibrin, Tn7 probe; FP displacement of FITC-Tn7 peptide from fibrin DD(E); 0% = median of compound wells per plate; inhibition, % at 8.3 µM; 370,000 tested, 0.13% active;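 active means inhibition above the mean of compounds falling within the control limits plus 3 SD of them, cut at about 14% in these data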;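 further: 0% = plate median of compound wells and 100% = 10 µM Aha-Tn7 peptide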
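system = human fibrin DD(E) protein | quantity = DD(E) 2 µM final | medium = Tris/NaCl/CaCl2 buffer, pH 7.8 | also added = labelled Tn7 tracer, 0.1 µM | compound dosing = single point at 8.3 µM | timing = compound with protein 10 min, then 3 h after probe, room temperature | signal = FP measurement | benchmarks = Aha-Tn7 high control | repeats = one replicate per compound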
TDP2 inh: human TDP2 enzyme inhibitors, primary screen, biochemical, epi absorbance, recombinant enzyme | inhibition, % at 12.8 µM | AID 720702, 2013 | T5PNP hydrolysis, p-nitrophenol absorbance 415 nm | 370,000 tested, 0.34% active | Tyrosyl-DNA phosphodiesterase 2 (Homo sapiens), O95551;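 active means inhibition above the mean of all tested compounds plus 3 SD, set per campaign, cut at about 25% in these data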;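 further: 0% = DMSO with enzyme and 100% = buffer with substrate but no TDP2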
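Read-out basis: percent inhibition. System: recombinant human TDP2. Buffer or medium: Mg2+-containing Tris-HCl buffer, pH 7.5. Repeats: single replicate. Timing: reaction 2 h, 37 °C. Benchmarks: high control without enzyme, low control DMSO plus TDP2. Probe or stimulus: 5 mM T5PNP. Doses: 12.8 µM only. Measured by: epi absorbance of p-nitrophenol freed from T5PNP by hydrolysis.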
ADAM10 inh: human ADAM10 inhibitors, primary screen, biochemical, QFRET, HTS. Disintegrin and metalloproteinase domain-containing protein 10 (Homo sapiens), O14672. recombinant ADAM10, EDANS/DABCYL FRET peptide cleavage, 3 h. inhibition, % at 7 µM. 370,000 tested, 0.62% active. AID 720582, 2013;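 active means inhibition above a per-campaign cutoff equal to the mean of compounds falling between control-based bounds plus 3 SD, cut at about 20% in these data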;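 further: 0% = DMSO wells while the 100% control is not disclosed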
Target sequence (O14672 214-748 limits assumed): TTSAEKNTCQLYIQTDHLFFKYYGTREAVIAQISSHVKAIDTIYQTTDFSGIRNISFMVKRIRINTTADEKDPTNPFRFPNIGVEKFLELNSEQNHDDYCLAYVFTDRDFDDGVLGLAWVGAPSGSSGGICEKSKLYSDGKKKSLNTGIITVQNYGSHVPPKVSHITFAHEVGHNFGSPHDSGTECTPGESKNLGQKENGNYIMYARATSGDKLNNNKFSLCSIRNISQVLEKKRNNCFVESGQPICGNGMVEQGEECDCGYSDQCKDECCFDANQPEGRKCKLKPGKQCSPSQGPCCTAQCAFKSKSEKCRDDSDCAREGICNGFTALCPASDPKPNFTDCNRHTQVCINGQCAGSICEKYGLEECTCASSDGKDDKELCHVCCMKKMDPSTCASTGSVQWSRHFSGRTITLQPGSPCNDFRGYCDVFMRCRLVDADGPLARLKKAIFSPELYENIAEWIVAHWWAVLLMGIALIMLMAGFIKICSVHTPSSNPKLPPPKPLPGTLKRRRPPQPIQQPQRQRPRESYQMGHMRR
ADAM17 inh: ADAM17 inhibitors, primary screen, biochemical, QFRET | recombinant ADAM17, EDANS/DABCYL FRET peptide cleavage | Disintegrin and metalloproteinase domain-containing protein 17 (Homo sapiens), P78536 | inhibition, % at 6.95 µM | 370,000 tested, 0.83% active;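 active means inhibition above the mean of compounds lying between control limits plus 3 SD, set per campaign, cut at about 8.5% in these data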;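 further: 0% = DMSO-only wells as the low control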
LEDGF integ inh: blockers of LEDGF/p75-dependent integrase strand transfer – biochemical, TR-FRET, high throughput, primary screen; TR-FRET IN-LEDGF/p75 DNA integration, Eu/Cy5; inhibition, % at 3.7 µM; HIV-1 integrase (with human LEDGF/p75); 370,000 tested, 0.64% active;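 active means inhibition above the screen-wide mean plus 3 SD, cut at about 13% in these data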;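 further: signal is the Cy5 over europium emission ratio at 671 and 618 nm; 0% = plate median of compound wells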
KLK7 zymogen act: proKLK7 zymogen activators, primary screen, biochemical, fluorescence intensity; Kallikrein-7 (Homo sapiens), P49862; AID 652039, 2013; 370,000 tested, 0.9% active; purified proKLK7, EDANS-DABCYL substrate fluorescence; 100% is mature enzyme control, 0% vehicle; activation, % at 7 µM;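 active means activation above the mean of all tested compounds plus 3 SD, computed per campaign excluding outliers beyond control limits, cut at about 13% in these data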
Target sequence (P49862 whole entry, looked up): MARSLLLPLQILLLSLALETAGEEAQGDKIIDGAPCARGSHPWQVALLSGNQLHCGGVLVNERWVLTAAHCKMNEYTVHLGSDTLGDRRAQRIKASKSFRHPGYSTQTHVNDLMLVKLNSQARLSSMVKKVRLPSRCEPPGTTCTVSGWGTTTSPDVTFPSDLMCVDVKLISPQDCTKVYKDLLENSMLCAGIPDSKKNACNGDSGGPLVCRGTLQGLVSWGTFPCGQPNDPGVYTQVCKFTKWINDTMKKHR
ASAP1 GAP inh: inhibitors of human ASAP1 ArfGAP activity, primary screen, biochemical, fluorescence polarization. inhibition, % at 16.5 µM. ASAP1-stimulated ARF1 GTP hydrolysis, GDP FP detection. Arf-GAP with SH3 domain, ANK repeat and PH domain-containing protein 1 (Homo sapiens), …. 360,000 tested, 0.19% active. AID 624377, 2012; in the data active means inhibition above about 25%;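 further: 0% = vehicle with enzyme and substrate and 100% = no enzyme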
PLCg1 inh: PLC-gamma1 enzyme inhibitors, primary screen, biochemical, fluorescence, purified enzyme; 1-phosphatidylinositol 4,5-bisphosphate phosphodiesterase gamma-1 (Homo sapiens), P19174; fluorogenic substrate; inhibition, % at 12.2 µM; 370,000 tested, 0.84% active; AID 720700, 2013; in the data active means inhibition above about 9.5%
Active calls of the source: *; i = inactive; nt = no result given; & = joins results of further samples; ! = a repeat was not active.

ARFGAP1 inhibitor	DDE Tn6 FP inh	DDE Tn7 FP inh	TDP2 inh	ADAM10 inh	ADAM17 inh	LEDGF integ inh	KLK7 zymogen act	ASAP1 GAP inh	PLCg1 inh	molecule
9	-7	1	-7	-7	-5	-7	-1.0	8	4	CC1CCc2c(nc3ncnn3c2NCCc2ccccc2F)C1 (configuration not stated)
6	-4	-2	-3	0	-3	5	-0.2	-12	-1	COCC(C)N1CCC(Oc2cccc(C(=O)NCCc3ccccc3)c2)CC1 (configuration not stated)
0	4	-1	10	-5	0	-1	0.2	2	2	Cc1[nH]n(-c2ccccc2)c(=O)c1Sc1ccc(Cl)cc1
5	-4	-1	-5	-10	-1	-2	-0.5	6	4	CC1CCN(C(=O)CC(NC(=O)c2ccccc2Cl)c2ccccc2)CC1 (configuration not stated)
-1	-4	-5	-9	0	-2	-1	-0.1	-12	0	N#Cc1ccsc1NC(=O)C1CCN(S(=O)(=O)c2cccs2)CC1
6	3	-3	-3	-23	-8	-3	-2.6	0	1	Oc1ccc(-c2nc(=S)[nH][nH]2)cc1
4	1	7	3	0	-3	1	-0.1	-1	-7	COc1ccccc1S(=O)(=O)Nc1cc(C)nn1-c1ccc(C)cc1
0&15	-9&1	-1&1	-14&-7	21*!	9.6*!	6&-3	-0.4&0.4	7&-6	7&1	Cc1onc(-c2c(Cl)cccc2Cl)c1C(=O)N[C@@H]1C(=O)N2[C@@H]1SC(C)(C)[C@@H]2C(=O)O
10	10	-6	-2	-1	2	2	0.0	1	3	CCN1C(=O)[C@H]2[C@H]3CN=C(SCc4ccc(C(=O)OC)cc4)N3[C@@](CC)(C(=O)OC)[C@H]2C1=O
21	-11	-1	-15	-7	-2	-4	-0.6	0	-10	COc1ccc(C2Nc3ccccc3NC3=C2C(=O)CC(C)(C)C3)c(OC)c1OC (configuration not stated)
-13	-2	3	-5	-35	-9	-1	-2.8	7	-8	NC(=O)CN1C(=O)C(O)(CC(=O)/C=C\c2ccc3c(c2)OCO3)c2ccccc21 (configuration not stated)
2	-3	-5	-13	-1	0	1	-0.1	-3	1	CCN1CCN(C(=O)C(=O)c2cn(CC(=O)N(CC)CC)c3ccccc23)CC1

Shown with bars between the fields: part of the list above
molecule | ARFGAP1 inhibitor | DDE Tn6 FP inh | DDE Tn7 FP inh | TDP2 inh | ADAM10 inh | ADAM17 inh | LEDGF integ inh | KLK7 zymogen act | ASAP1 GAP inh | PLCg1 inh
CC1CCc2c(nc3ncnn3c2NCCc2ccccc2F)C1 (configuration not stated) | 9 | -7 | 1 | -7 | -7 | -5 | -7 | -1.0 | 8 | 4
COCC(C)N1CCC(Oc2cccc(C(=O)NCCc3ccccc3)c2)CC1 (configuration not stated) | 6 | -4 | -2 | -3 | 0 | -3 | 5 | -0.2 | -12 | -1
Cc1[nH]n(-c2ccccc2)c(=O)c1Sc1ccc(Cl)cc1 | 0 | 4 | -1 | 10 | -5 | 0 | -1 | 0.2 | 2 | 2
CC1CCN(C(=O)CC(NC(=O)c2ccccc2Cl)c2ccccc2)CC1 (configuration not stated) | 5 | -4 | -1 | -5 | -10 | -1 | -2 | -0.5 | 6 | 4
N#Cc1ccsc1NC(=O)C1CCN(S(=O)(=O)c2cccs2)CC1 | -1 | -4 | -5 | -9 | 0 | -2 | -1 | -0.1 | -12 | 0
Oc1ccc(-c2nc(=S)[nH][nH]2)cc1 | 6 | 3 | -3 | -3 | -23 | -8 | -3 | -2.6 | 0 | 1
COc1ccccc1S(=O)(=O)Nc1cc(C)nn1-c1ccc(C)cc1 | 4 | 1 | 7 | 3 | 0 | -3 | 1 | -0.1 | -1 | -7

(continued)
ARFGAP1 inhibitor	DDE Tn6 FP inh	DDE Tn7 FP inh	TDP2 inh	ADAM10 inh	ADAM17 inh	LEDGF integ inh	KLK7 zymogen act	ASAP1 GAP inh	PLCg1 inh	molecule
5	-6	4	-8	-6	-7	4	-0.5	0	-5	COC(=O)c1ccccc1N1C(=O)[C@@H]2C(c3ccc(Br)cc3)=NO[C@@H]2C1=O
-9	9	4	-13	-7	-1	-10	0.8	-5	0	Cc1sc(NC(=O)CSc2nnnn2C)c(C#N)c1C
4	2	0	-9	4	2	-2	1.2	-9	4	CC(NC(=O)CN(C)S(=O)(=O)c1cnc[nH]1)c1ccccc1 (configuration not stated)
-10	-6	7	2	0	1	5	0.2	-8	-43	O=C(c1cnn(C(=O)c2ccco2)c1)c1cc(Cl)cc(Cl)c1O
9	-3	-1	13	3	2	4	-1.8	6	-9	Cc1ccc(NC2=CC(=O)C(=O)c3ccccc32)c(C)c1
6	-6	-3	-4	-4	2	2	-0.6	4	0	O=C(NCC(c1ccco1)N1CCCC1)c1ccc(S(=O)(=O)Nc2ccccc2F)cc1 (configuration not stated)
6	-5	-1	-1	-5	-4	-2	0.9	5	-1	O=C(CCn1c(=S)[nH]c2ccccc2c1=O)Nc1ccc(F)cc1
-3	-4	-1	3	-2	-1	-1	-0.7	13	3	CC(OC(=O)Cc1ccc(Br)cc1)C(=O)NC1CCCC1 (configuration not stated)
15	-5	-1	4	2	-3	-5	0.4	8	4	CCOC(=O)c1c(C)n(C)c2ccc(OCC(O)CNCCc3ccccc3)cc12 (configuration not stated)
-4	2	6	-5	12	7	4	0.6	-3	0	Cc1csc(NC(=O)CCCSc2nc3ccccc3s2)n1
-1	3	9	9	-3	-5	-1	0.5	-6	2	O=C(c1ccc(N2CCN(CCO)CC2)nc1)N1CCOCC1
-4	1	-5	0	-2	-1	5	0.2	-3	1	Cc1ccc(C)c(N(C)S(=O)(=O)c2ccc3c(c2)oc(=O)n3C)c1
-1	-5	-3	1	5	0	0	-0.5	-4	-1	Cc1cccc(C)c1NC(=O)C1(C)CSCC(=O)N1CCc1ccccc1 (configuration not stated)
-7	2	-2	-5	1	3	4	-0.3	5	3	CC1(C)CN(c2cccc(Br)c2)C1=O
0	1	1	4	-1	-1	-1	-0.1	-13	-2	COc1ccc(CN2CCN(C(=O)c3ccc(-c4ccccc4)cc3)CC2)c(OC)c1OC
21	-12	-3	-8	-30	-4	3	0.1	9	3	C[C@H]1CN([C@@H](C)CO)C(=O)CCCn2nncc2CO[C@H]1CN(C)S(=O)(=O)c1cccs1
-5	5	1	2	4	-2	2	0.8	-4	3	O=C1NC(Cc2ccccc2)c2nc3ccccc3c(=O)n2-c2ccc(Cl)cc21 (configuration not stated)
-3	5	0	3	-10	-2	-2	-0.3	-7	2	CCn1c(SCc2cccc(C(=O)O)c2)nnc1-c1ccccc1
8	1	-1	12	-5	-6	1	-0.8	-6	0	CCCCN1CC(=O)N2[C@H]3c4ccc(OC)cc4OC[C@@H]3[C@H](C(=O)OCC)[C@]2(C)C1=O
-8	4	0	-3	8	5	-2	0.5	7	1	Cc1cccc(CN2CCN(C(c3ccccc3)c3ccc(Cl)cc3)CC2)c1 (configuration not stated)
nt	10	12	2	-8	-1	-5	-0.6	nt	1	O=C(c1cc(Cl)ccc1F)N1CCCC(c2nc(-c3cccs3)no2)C1 (configuration not stated)
11	-10	3	14	-3	-1	-2	-0.2	5	1	CC(=O)c1ccc(NC(=O)Nc2ccccc2)cc1
-4	-3	3	-10	4	1	-4	-0.7	-7	3	CCCNS(=O)(=O)c1ccc(CCC(=O)N2CCN(c3ccc(F)cc3)CC2)cc1
8	1	-6	6	-11	-6	-2	0.4	5	-3	CCOCCCNC(=O)NC(=O)CN1CCN(S(=O)(=O)c2ccc3c(c2)OCCO3)CC1
0	-3	7	2	0	-1	-5	-0.1	-7	2	COC(=O)Cc1ccc(NC(=S)NCCCN2CCOCC2)cc1
-11	12	0	0	i	-201	-5	24*	3	-138	Nc1ncc(-c2ccc(F)cc2)nc1N1CCN(CCO)CC1
14	4	9	15	-2	-9	-2	0.6	4	-35	O=C(COC(=O)/C=C/c1cn(-c2ccccc2)nc1-c1ccc2c(c1)OCCO2)NC1CCS(=O)(=O)C1 (configuration not stated)
